SW480 rereplic = inducers of DNA re-replication in SW480 colon cancer cells; Potency, µM (highest dose often 46.1 µM), for the others: at the top dose re-replication activation, hits mostly activators; AID 624297; 340,000 tested, 1.8% active; SW480 DNA re-replication, Hoechst DNA content imaging, 48 h; note: potency is the fitted concentration of half-maximal effect; % of control where 0% means no effect; nearly all actives have a fitted effect of over 55% in size
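Treated cells incubate 48 hr (37 C, 5% CO2), are stained 40 min with Hoechst, and nuclear fluorescence is enumerated; a rise in nuclei with high DNA signal marks re-replication.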
HT1080 IDH1KD tx = toxicity to HT-1080 IDH1 knockdown cells (counter line) | Potency, µM (highest dose often 46.1 µM), for the others: at the top dose activity, negative = toxicity, most hits filed as cytotoxic | 360,000 tested, 2% active | HT-1080 IDH1 knockdown viability, ATP luminescence, 48 h;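 note: potency is the fitted concentration of half-maximal effect; 0% = DMSO wells and -100% = cell-free medium wells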
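IDH1KD HT-1080 cells, 750/well, RPMI + 5% FBS; compound pinned after 2 h settling; 48 h, 37 °C; CellTiter-Glo luminescence; % activity normalised to DMSO and no-cell wells; curves fitted, classed by r2 and efficacy.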
IL-1B inflam inh = inhibitors of inflammasome signaling (IL-1 beta secretion); THP-1 LPS/ATP IL-1B secretion, AlphaLISA, 16 h; active compounds read low; activity change, % at 57.5 µM; 360,000 tested, 4.7% active; AID 743279; in the data active = activity change below about -50%; inconclusive = mostly about -30% to -49%; note: % is set by controls: 0 for no effect and ±100 for the full control effect
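Secreted IL-1B measured by AlphaLISA bead assay after 16 h compound exposure of THP-1 cells; compounds (final up to 57.5 uM) added 1 h before LPS (250 ng/mL) and ATP (1.25 mM) stimulation; lower signal means less secretion.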
KB-3-1 tox = kills parental KB-3-1 adenocarcinoma cells | 400,000 tested, 1.4% active | Potency, µM (series often up to 46.1 µM), for inactives: at the top dose activity change, negative = cytotoxic, hits mostly cytotoxic | KB-3-1 viability, CellTiter-Glo ATP luminescence, 72 h; note: potency is the fitted concentration of half-maximal effect; % is set by controls: 0 for no effect and ±100 for the full control effect; nearly all actives have a fitted effect of over 60% in size
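Parental KB-3-1 viability, qHTS format: 72 h compound exposure, 37 °C; CellTiter-Glo; media-only wells and DMSO plates as controls; concentration-effect fits on corrected data.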
GLP1R cytotox = cytotoxicity counter-screen for GLP-1 receptor inverse agonists. HEK293 cAMP-luciferase reporter cells, luminescence, 24 h. Potency, µM (titrated, usually from 38.3 µM), for the others: at the top dose activity change, negative = inhibition, hits mostly inhibitors. 410,000 tested, 0.13% active;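 note: loss of luciferase light is scored as toxicity; potency is the fitted concentration of half-maximal effect; % is set by controls: 0 for no effect and ±100 for the full control effect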
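Seeding density was 200 cells/uL; after overnight-length (12 h) culture, 23 nL compounds went on for 24 h at 37 °C. Readout used a luciferase detection reagent, luminescence taken after 12 min at room temperature.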
MCF10A rerep = inducers of DNA re-replication in MCF 10A breast cells | MCF 10A DNA re-replication, Hoechst nuclear intensity, 48 h | 350,000 tested, 2.9% active | AID 624296 | Potency, µM (series often up to 46.1 µM), inactives show at the top dose activity, positive = re-replication, hits mostly activators; note: potency is the fitted concentration of half-maximal effect; % of control where 0% means no effect; nearly all actives have a fitted effect of over 50% in size
DRD3 agonist = agonists of human D3 dopamine receptor. 410,000 tested, 0.58% active. P35462. AID 652048. D3R DiscoveRx beta-arrestin cells, luminescence, 90 min. max activation, %; in the data active = max activation above about 30%; note: 0% is about no effect; mostly tested at two doses, the higher about 12 µM
Target sequence (P35462 whole entry, looked up): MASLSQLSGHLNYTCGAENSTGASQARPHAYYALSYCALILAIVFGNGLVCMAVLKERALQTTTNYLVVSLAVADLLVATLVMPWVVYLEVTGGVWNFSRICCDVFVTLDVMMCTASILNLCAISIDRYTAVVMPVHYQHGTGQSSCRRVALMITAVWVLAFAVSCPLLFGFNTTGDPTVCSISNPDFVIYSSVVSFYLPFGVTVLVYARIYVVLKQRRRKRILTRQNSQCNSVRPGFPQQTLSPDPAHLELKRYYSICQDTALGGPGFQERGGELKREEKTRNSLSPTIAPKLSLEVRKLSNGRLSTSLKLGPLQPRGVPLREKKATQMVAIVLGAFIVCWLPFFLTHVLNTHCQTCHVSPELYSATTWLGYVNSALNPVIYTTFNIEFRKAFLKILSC
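Cells at 1500/well, incubated overnight, then treated with pinned compounds (dopamine as control) for 90 min at 37 degrees C. DiscoveRx reagent added for 30 - 60 minutes at room temperature; luminescence read.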
KB-V1 cytotox = kills drug-selected multidrug resistant KB-V1 cells; AID 1347076; 400,000 tested, 3.4% active; Potency, µM (doses to about 46.1 µM), without a hit: at the top dose activity change, negative = cytotoxicity, usual class: cytotoxic; KB-V1 MDR cells viability, CellTiter-Glo, 72 h; note: potency is the fitted concentration of half-maximal effect; % is set by controls: 0 for no effect and ±100 for the full control effect; nearly all actives have a fitted effect of over 60% in size
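Cells of the MDR subline KB-V1 are plated, dosed with compound at multiple concentrations, and incubated 72 h at 37 degrees C; CellTiter-Glo is then added and luminescence read after 10 min.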
HT1080-NT tox = kills 2HG-producing HT-1080-NT fibrosarcoma cells; HT-1080-NT fibrosarcoma viability, CellTiter-Glo ATP luminescence, 48 h; 360,000 tested, 1.6% active; Potency, µM (doses to about 46.1 µM), inactives show at the top dose activity, negative = less viability, hits mostly cytotoxic;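 note: NT is the 2HG producing partner of a matched IDH1 knockdown line; potency is the fitted concentration of half-maximal effect; 0% = DMSO-treated cells and -100% = media-only wells without cells; nearly all actives have a fitted effect of over 55% in size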
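HT-1080-NT fibrosarcoma cells (2HG-overproducing), 750 cells/well in RPMI with 5% FBS, dosed after 2 h and incubated 48 h at 37C. CellTiter-Glo luminescence normalized to DMSO and no-cell wells; concentration-response curves fitted and classed.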
Starred values were filed as active, the others as inactive; i = inactive; ? = inconclusive; . = not tested or not shown; [ ] = remark or other dose. Unless noted, calls come from the whole dose curve; as a rule, active = well fitted curve in the direction sought with a large enough effect; inconclusive = small, poorly fitted or top-dose-only effect, or another doubt; inactive = no such curve, though single readings can be large; an effect the other way counts as inactive or inconclusive.

[1] CC1CN(C(=O)CCNC(=O)c2ccc(Cl)cc2)CC(C)O1 (stereo not drawn)
[2] COc1ccc(-c2cc(C(=O)Nc3cc(C)ccc3O)no2)cc1OC
[3] Cc1ccccc1C(=O)NC1(C(F)(F)F)C(=O)Nc2c1c(=O)[nH]c(=O)n2-c1ccc(F)cc1 (stereo not drawn)
[4] CC(C)CNC(=S)N1CCC(Cc2ccccc2)CC1
[5] COc1cc(C(=O)N/N=C/c2cn(Cc3ccccc3)c3ccccc23)ccc1O
[6] Nc1ccc(Br)c2cccnc12
[7] Cc1ccc(-c2nn(-c3ccccc3)cc2/C=N/n2c(-c3cccs3)n[nH]c2=S)cc1
[8] COc1cc(C)nc2nc(SCc3ccccc3)nn12
entry no.	1	2	3	4	5	6	7	8
SW480 rereplic	?	.	.	16%	-7%	?	?	-3%
HT1080 IDH1KD tx	13%	.	.	?	-5%	-3%	?	19%
IL-1B inflam inh	14	.	.	-24	i	-14	.	11
KB-3-1 tox	29%	1%	10%	-28%	-15%	-3%	5%	2%
GLP1R cytotox	-13%	3%	-2%	?	1%	2%[0.307 µM]	-21%	4%
MCF10A rerep	-2%	.	.	5%	-8%	51%	-8%	7%
DRD3 agonist	-4	5	4	3	-4	-6	7	0
KB-V1 cytotox	13%	?	0%	?	-23%	?	-8%	-20%
HT1080-NT tox	-1%	.	.	-19%	-6%	-27%	?	15%

[9] C#CCN1C(=O)C(O)(CC(=O)/C=C/c2ccco2)c2ccccc21 (stereo not drawn)
[10] CC(N)c1csc(Nc2ncccn2)n1 (stereo not drawn)
[11] C=CCc1cc(/C=N\NC(=O)CSc2nnc(CCCc3ccc(OC)c(C)c3)o2)cc(OC)c1O
[12] Cc1cc(NC(=O)c2cnn3cccnc23)n(-c2ccccc2)n1
[13] O=C1CCSC2=C1SCc1sccc12
[14] Cc1ccc(C)c(Cn2c(=O)n(-c3ccc(Cl)cc3)c(=O)c3c4c(sc32)CCC4)c1
[15] COc1ccc2nc(NC(=O)Cn3cnc4c(=O)n(C)c(=O)n(C)c43)sc2c1
[16] COc1ccc(C(=O)Nc2ccc3c(c2)C(=O)N(C)C3=O)cc1OC
entry no.	9	10	11	12	13	14	15	16
SW480 rereplic	22%	.	?	-1%	.	.	-2%	-11%
HT1080 IDH1KD tx	-8%	4%	-6%	-25%	2%	.	1%	0%
IL-1B inflam inh	6	1	-6	?	23	.	10	11
KB-3-1 tox	1%	0%	-12%	0%	24%	25%	13%	0%
GLP1R cytotox	6%	-1%	-3%	6%	-7%	25%	-1%	9%
MCF10A rerep	?	.	2%	18%	.	.	4%	-19%
DRD3 agonist	2	1	0	17	-1	-11	-3	0
KB-V1 cytotox	1%	0%	-8%	?	-6%	?	-3%	-3%
HT1080-NT tox	-2%	-1%	-13%	-2%	11%	.	-2%	19%

[17] Cc1ccc(C(=O)Cn2nnc(-c3ccccc3-n3cnnn3)n2)cc1
[18] Cc1ccc2c(c1)C1(OCCCO1)C(=O)N2CC#N
[19] CC(=O)n1cc([C@H]2C=C(C(=O)N3CCOCC3)O[C@@H](OCCCCO)C2)c2ccccc21
[20] O=C(Cc1ccccc1[N+](=O)[O-])NCC1(c2cccc3c2OCO3)OCCO1
[21] O=C(O)C1Oc2cc3ccccc3cc2O1
[22] O=C(CNC(=O)c1ccc(Br)cc1)c1ccc(Br)cc1
[23] CC(=O)N1N=C(c2ccc3ccccc3c2)OC12CCCC2
[24] COc1ccc(NCc2cccnc2)cc1
entry no.	17	18	19	20	21	22	23	24
SW480 rereplic	-1%	3%	-9%	1%	0%	2%	-63%[inhibitor]	0%
HT1080 IDH1KD tx	5%	1%	3%	10%	2%	19%	-2%	4%
IL-1B inflam inh	-5	2	3	19	6	6	4	-13
KB-3-1 tox	?	-2%	0%	6%	5%	19%	-1%	-7%
GLP1R cytotox	-23%	0%	2%	2%	-2%	4%	20%	-2%
MCF10A rerep	22%	12%	1%	-2%	13%	-5%	?	-9%
DRD3 agonist	9	7	6	0	-1	-1	9	3
KB-V1 cytotox	-17%	-33%	20%	18µM*	0%	-10%	?	6%
HT1080-NT tox	5%	2%	3%	15%	4%	12%	5%	2%

[25] N#CC1=C(SCC(=O)NC2CC2)NC(=O)C(C#N)C12CCCCC2 (stereo not drawn)
[26] CN(C(=O)CSc1nnc(Cc2ccccc2F)n1N)C1CCS(=O)(=O)C1 (stereo not drawn)
[27] Cc1nc2sccn2c(=O)c1S(=O)(=O)N1CCN(c2cccc(Cl)c2)CC1
[28] Cc1nn(-c2ccccc2)c2c1cc1c(=O)n(C)c(=O)nc-1n2-c1cccc(Cl)c1
[29] COc1cccc(CNc2nc3cc(-c4cscc4C)sc3c(=O)n2C)c1
[30] CCOc1ccc(CCNC(=O)COC(=O)c2cccnc2SC)cc1OCC
[31] COc1ccc(NC(C)=O)cc1NC(=O)CSc1nnc(-c2ccccc2)n1N
[32] COc1ccc(NC(=O)C(c2cc3c(cc2[N+](=O)[O-])OCO3)N(C)c2ccccc2)cc1 (stereo not drawn)
entry no.	25	26	27	28	29	30	31	32
SW480 rereplic	-4%	-2%	1%	.	.	-3%	-2%	3%
HT1080 IDH1KD tx	1%	13%	-2%	.	?	0%	19%	-7%
IL-1B inflam inh	23	33	5	.	-57*	8	21	-4
KB-3-1 tox	5%	-2%	-1%	1%	-18%	1%	9%	2%
GLP1R cytotox	5%	1%	10%	3%	-5%	14%	-8%	7%
MCF10A rerep	20%	2%	-3%	.	.	6%	-1%	1%
DRD3 agonist	18	1	-4	2	8	13	-3	-13
KB-V1 cytotox	0%	7%	-5%	-15%	?	0%	27%	-4%
HT1080-NT tox	10%	11%	0%	.	?	4%	14%	-3%

[33] CC(C)C[C@H](NC(=O)c1[nH]cnc1C(=O)N[C@@H](C)C(=O)OCc1ccccc1)C(=O)OC(C)(C)C
[34] CCCCn1c(=O)[nH]c2nc3cc(NC(C)=O)ccc3nc2c1=O
[35] Cc1ccc(S(=O)(=O)N2C[C@H]3C(=O)C[C@@H](c4ccc(Cl)cc4)N(S(=O)(=O)c4ccc(C)cc4)[C@H]3C[C@H]2c2ccccc2)cc1
[36] CN(C)CCn1c(=O)n(C2CCCCC2)c(=O)c2c3c(sc21)CCCCC3
[37] O=C1c2ccc(Oc3cccc([N+](=O)[O-])c3)cc2C(=O)N1c1ccccn1
[38] COC(=O)Oc1c(Br)c(=O)oc2ccccc12
[39] CCn1c(CCNC(=O)c2cccs2)nnc1SCC(=O)c1ccc(OC)cc1
[40] COc1ccc(CCNC(=O)CNS(=O)(=O)c2ccc(Cl)cc2)cc1
entry no.	33	34	35	36	37	38	39	40
SW480 rereplic	-2%	-9%	.	-5%	-13%	4%	?	12%
HT1080 IDH1KD tx	-18%	9%	30%	-2%	-2%	-1%	-29%	3%
IL-1B inflam inh	-23	-20	0	-4	2	3	23	0
KB-3-1 tox	-3%	15%	0%	-11%	1%	9%	2%	4%
GLP1R cytotox	-9%	21%	2%	8%	1%	-8%	-5%	14%
MCF10A rerep	16%	0%	.	-2%	-11%	3%	22%	16%
DRD3 agonist	0	0	1	-7	-1	-1	0	6
KB-V1 cytotox	21%	?	?	-2%	-13%	5%	-8%	?
HT1080-NT tox	-18%	13%	24%	-4%	-3%	1%	5%	8%

[41] O=C(CN1C(=O)CC(c2ccccc2)=Nc2ccccc21)NCc1ccccc1
[42] O=[N+]([O-])c1ccc2[nH]c(O)c(N=Nc3ccc(F)cc3)c2c1
[43] COc1ccc(CCNC(=O)C(C)OC(=O)c2ccco2)cc1OC (stereo not drawn)
[44] CCOC(=O)[C@]12CCCC=C1N(Cc1ccc3c(c1)OCO3)C(=O)[C@H](CC(=O)NCCCCc1ccccc1)C2
[45] CCOc1cccc2sc(N(Cc3cccnc3)C(C)=O)nc12
entry no.	41	42	43	44	45
SW480 rereplic	4%	?	-8%	.	.
HT1080 IDH1KD tx	-4%	8%	8%	12µM*	.
IL-1B inflam inh	-4	21	0	-63*	.
KB-3-1 tox	5%	22%	-7%	?	5%
GLP1R cytotox	3%	3%	-5%	3%	-6%
MCF10A rerep	12%	?	-1%	.	.
DRD3 agonist	1	-5	-4	0	-14
KB-V1 cytotox	5%	4%	8%	?	-27%
HT1080-NT tox	-2%	-1%	14%	?	.

Compound profiles (already shown). Values in the order: SW480 rereplic	HT1080 IDH1KD tx	IL-1B inflam inh	KB-3-1 tox	GLP1R cytotox	MCF10A rerep	DRD3 agonist	KB-V1 cytotox	HT1080-NT tox
Results for CCOC(=O)[C@]12CCCC=C1N(Cc1ccc3c(c1)OCO3)C(=O)[C@H](CC(=O)NCCCCc1ccccc1)C2 → .	12µM*	-63*	?	3%	.	0	?	?
Results for COc1ccc(CCNC(=O)C(C)OC(=O)c2ccco2)cc1OC (stereo not drawn) → -8%	8%	0	-7%	-5%	-1%	-4	8%	14%

Another view of two compounds above:
Below each compound – SW480 rereplic	HT1080 IDH1KD tx	IL-1B inflam inh	KB-3-1 tox	GLP1R cytotox	MCF10A rerep	DRD3 agonist	KB-V1 cytotox	HT1080-NT tox
9	C#CCN1C(=O)C(O)(CC(=O)/C=C/c2ccco2)c2ccccc21 (stereo not drawn)
    22%	-8%	6	1%	6%	?	2	1%	-2%
20	O=C(Cc1ccccc1[N+](=O)[O-])NCC1(c2cccc3c2OCO3)OCCO1
    1%	10%	19	6%	2%	-2%	0	18µM*	15%

Screening data deposited in PubChem by National Center for Advancing Translational Sciences (NCATS).
